Compound activity deposited in PubChem BioAssay by Sanford-Burnham Center for Chemical Genomics.
TAG inh = triacylglycerol accumulation inhibition; inhibition, % at 12.5 µM; hit rate 0.66% among 230,000; H9c2 cells, Nile Red lipid (TAG) fluorescence; cells loaded with 200 µM oleic acid;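 active = pattern-corrected inhibition of lipid staining of at least 50% with the nuclear-stain viability signal not falling by more than 50%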;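 also: 0% = DMSO wells and 100% = triacsin C control wells; some results filed as inactive read as strong as hits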
TAG inh DAPI viability = recorded beside TAG inh, whose call it bears; DAPI nuclei signal change (viability), lower = more cytotoxic, %;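 whole-well DAPI fluorescence read on a plate reader as a viability signal; minus 50 percent equals half of cells still viable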
Starred values were filed as active, the others as inactive. This is a subset, so the mix of outcomes need not match the whole.

SMILES	TAG inh	TAG inh DAPI viability
COc1ccc(C2C(C(=O)NCc3ccccn3)c3ccccc3C(=O)N2C)cc1OC (stereo not given)	-7.6	2.5
COc1ccc(Cl)cc1C(=O)Nc1ccc2c(c1)OCO2	-2.3	-0.8
CCOC(=O)C1(CC2CC2)CCN(Cc2cnc(-c3ccc(OC)cc3)nc2)CC1	-6.7	5.6
Oc1[nH]c2ccc(Br)cc2c1N=NC(=S)N1CCOCC1	31.1	-22.4
O=C1NCCOC(=O)[C@H](Cc2ccc(F)cc2)C/C=C\C[C@H]1CC(=O)N(CCO)Cc1ccccc1	-10.4	7.6
CCn1cc(C(=O)N2CCCC(C(=O)c3ccc4ccccc4c3)C2)cn1 (stereo not given)	-13.6	1.6
Cc1ccc(C(=O)CSc2nccn2-c2ccccc2)cc1	13.0	0.4
CN(CCCn1cnc2c(OCc3ccccc3)ncnc21)Cc1ccco1	3.8	-0.7
c1cncc(CNc2ccc3c(c2)OCO3)c1	-5.3	5.9
COc1cccc(COCCN2CCN(S(=O)(=O)c3ccc(C)cc3)CCC2=O)c1	7.3	5.0
CCOC(=O)c1c(NC(=O)CSc2n[nH]c(-c3ccco3)n2)sc(C)c1C	-4.5	-4.3
CN(C)CC(C)(C)CNC(=S)Nc1ccc(S(=O)(=O)N2CCOCC2)cc1	0.8	0.5
COCCC1CCCCN1C(=O)c1cc(COc2ccc(-n3cncn3)cc2)on1 (stereo not given)	-28.1	-9.7
CC(C)(C)OC(=O)C[C@@H]1C/C=C\C[C@@H](CC(=O)N(CCO)Cc2ccccc2)C(=O)NCCOC1=O	-2.9	0.7
COc1ccc(C(=O)NNC(=O)C(=O)NCc2ccccc2)cc1	9.0	0.2
CCCCCC(=O)NC(NC(=S)N1CCOCC1)C(Cl)(Cl)Cl (stereo not given)	-6.2	-7.7
COc1ccc(C(CNC(=O)c2ccc(Cl)s2)N2CCOCC2)cc1 (stereo not given)	-6.3	-5.6
CCN(CC)C(=S)SCC(=O)Nc1ncc2c(n1)CCCC2=O	2.8	-4.4
O=C(NCCc1ccco1)c1cc(COc2cccc(C(F)(F)F)c2)on1	2.0	0.2
COc1ccccc1Nc1nnc(SCC(=O)NC2CC2)s1	-0.9	-3.3
Cc1ccc(C)c(-n2c(SCC(=O)Nc3nnc(C)s3)nnc2-c2ccoc2C)c1	9.0	-4.3
O=C(O)c1ccc(Nc2ccc([N+](=O)[O-])c3nonc23)cc1	-0.9	7.8
CCN1CCN(S(=O)(=O)c2ccc(Cl)c(C(=O)N(C)CCOc3ccc(Cl)cc3)c2)CC1	-10.0	9.9
C=CCN1C(=O)C2(OCCCO2)c2cc(Cl)ccc21	-16.7	4.1
Oc1ccc(N2CCN(c3ncnc4sc5c(c34)CCC5)CC2)cc1	-4.3	-3.1
Later entries.
SMILES	TAG inh	TAG inh DAPI viability
CC(=O)C1=C(C)N(Cc2ccccc2)C(=O)N[C@H]1c1cccc(C(F)(F)F)c1	-17.7	1.0
COc1ccc(C)cc1NC(=O)CSc1nc2ccccc2nc1N1CCCCC1	-11.0	-2.4
O=C(COc1ccc(Br)cc1Cl)NC(=O)Nc1ccc2c(c1)OCCO2	-2.6	-2.4
CCOc1ccc(N2C(=O)CC(NC3CCN(C(=O)c4cccc(Cl)c4)CC3)C2=O)cc1 (stereo not given)	8.7	-1.1
Cc1cc(S(=O)(=O)N2CCCC2)ccc1OCC(=O)Nc1ccc(C(N)=O)cc1	0.2	4.8
CCOC(=O)c1cccc(NC(=O)CCc2nc(-c3ccccc3F)no2)c1	-22.9	5.5
COc1cc(CNC(C)C)ccc1OCC(=O)Nc1cccc2ccccc12	21.7	-13.2
Cc1cc(C)c2[nH]c(=O)c(C(c3nnnn3Cc3ccc4c(c3)OCO4)N3CCCCC3)cc2c1 (stereo not given)	4.0	3.4
COc1cccc(C(=O)NCCS(=O)(=O)N2CCC3(CC2)OCCO3)c1	2.5	-1.3
Nc1c(C(=O)Nc2nc3ccccc3s2)sc2nc(-c3cccs3)ccc12	18.1	31.0
COC(=O)CSC1=C(C#N)C(c2cccc(OC)c2)CC(=O)N1 (stereo not given)	12.7	-11.4
COc1ccc(OC)c2sc(N3CCN(c4ccccc4)CC3)nc12	-34.2	4.9
COc1ccc(OC)c(-c2nnc(SCC(=O)N3CCCc4ccccc43)o2)c1	6.0	2.3
O=C1CC(Nc2cc(=O)[nH]c(=O)[nH]2)C(=O)N1c1ccccc1Cl (stereo not given)	-2.7	1.2
O=C(CNC(=O)C12CC3CC(CC(C3)C1)C2)OCc1cc(=O)n2cc(Br)ccc2n1	-11.2	-1.8
CC(C)Sc1nnc([C@H](C)NC(=O)OC(C)(C)C)o1	10.5	-11.6
COc1cc(OC)c(C(=O)Nc2cc(S(=O)(=O)N3CCOCC3)ccc2N2CCOCC2)cc1OC	6.1	-2.4
CN(Cc1ccccc1)C(=O)C1CCN(Cc2ccc(F)cc2)CC1	-13.7	4.8
Cc1cccc(N2CCN(C(=O)C(C)n3nc(C)n4c(cc5occc54)c3=O)CC2)c1C (stereo not given)	-6.1	15.6
NS(=O)(=O)c1ccc(NC(=O)COc2cccc3ccccc23)cc1	13.3	4.4
CCOC(=O)C(C)c1nn(C)c(=O)c2ccccc12 (stereo not given)	-13.2	-10.5
O=[N+]([O-])c1cccc(-c2nnc(SCc3cccnc3)o2)c1	3.0	0.9
O=C(CSc1ccccn1)Nc1ccc(F)c([N+](=O)[O-])c1	6.1	-3.9
COC(=O)c1cccn(CC(=O)c2ccc(Cl)cc2)c1=O	3.8	-5.7
CC(=O)Nc1cccc(NC(=O)CSc2nnc3ccc(-c4ccncc4)nn23)c1	3.2	-7.3
Next section
SMILES	TAG inh	TAG inh DAPI viability
O=C(c1ccc(Cl)c([N+](=O)[O-])c1)N1CCN(c2ccccc2)CC1	5.4	1.8
CCCCOc1ccc(C(=O)NCC(=O)NCC(c2ccc(OC)cc2)N2CCCC2)cc1 (stereo not given)	-5.7	10.9
Cn1c(SCc2cc(=O)n3cc(Br)ccc3n2)nnc1C1COc2ccccc2O1 (stereo not given)	11.4	-3.5
CCN1CCCC1Cn1cnc2c([nH]c3ccc(OC)cc32)c1=O (stereo not given)	18.8	3.5
CCCCCCCCCCCCN1C/C(=C\C(=O)OCC)c2ccccc2S1(=O)=O	-53.6	0.4
CN(CC(=O)Nc1cccc(F)c1)C(=O)CCc1nc2sc3c(c2c(=O)[nH]1)CCCC3	-5.4	-4.1
Cc1ccc(NC(=O)Cn2cncc2-c2ccc([N+](=O)[O-])cc2)cc1C	7.8	16.5
O=C(c1cc(COc2ccc3ncccc3c2)on1)N1CCCC(O)C1 (stereo not given)	-18.8	11.8
CCC(=O)Nc1ccccc1-c1nc2ccccc2[nH]c1=O	5.7	5.2
Cc1nc2ccc(N=NC3=C(O)CCCC3=O)cc2s1	-7.5	3.4
S=C1SCN(CCc2ccccc2)CN1CCc1ccccc1	-0.7	-2.5
CCCCc1nc2c(=O)[nH]c3ccccc3c2o1	-1.2	7.8
CCCC1(C(=O)OCC)NC(c2ccc(N(C)C)cc2)C2C(=O)N(c3ccccc3)C(=O)C21 (stereo not given)	-3.4	3.7
Cn1ncc2nnn(-c3ccccc3)c(=O)c21	-13.7	1.1
CN(CC(=O)Nc1ccccc1F)S(=O)(=O)c1ccc2c(c1)n(C)c(=O)c(=O)n2C	-4.6	-1.0
CNc1cncc(-c2cc(OC)ccc2OC)n1	8.3	1.6
CC(NC(=S)Nc1ccc(OC(F)F)cc1)c1ccc(F)cc1 (stereo not given)	9.9	5.1
COc1ccc(C(=O)COC(=O)C(O)c2ccccc2)c(OC)c1 (stereo not given)	0.6	6.7
Cc1cc(=O)n(CC(C)O)c(O)c1C#N (stereo not given)	-7.6	2.7
CC(=O)N1CCc2cc(N=NC3=C(O)CCCC3=O)ccc21	-1.3	11.7
Cn1c(CSc2ncccn2)nnc1SCC(=O)N1CCCCCC1	-7.0	17.3
CC(C)c1ccc(NC(=S)N2CCN(S(=O)(=O)c3ccccc3)CC2)cc1	-1.2	7.7
CCCCn1c(N)c(N(Cc2ccccc2OC)C(=O)C(C)Oc2ccc(F)cc2)c(=O)[nH]c1=O (stereo not given)	8.3	-14.8
O=C(CCn1nnc2ccccc2c1=O)N[C@@H](Cc1ccccc1)C(=O)O	1.9	-0.9
FC(F)C(F)(F)Oc1cccc(Nc2nccn3c(-c4cccc5cccnc45)cnc23)c1	-2.9	-0.8

Reformatted with each value named: entries from further up
> COc1ccc(C(=O)COC(=O)C(O)c2ccccc2)c(OC)c1 (stereo not given)
  TAG inh: 0.6
  TAG inh DAPI viability: 6.7
> Cc1cc(=O)n(CC(C)O)c(O)c1C#N (stereo not given)
  TAG inh: -7.6
  TAG inh DAPI viability: 2.7

(list continues)
SMILES	TAG inh	TAG inh DAPI viability
COC(=O)[C@H]1C[C@H](OC(=O)NCc2ccc(OC)c(OC)c2)[C@@]2(O)CN(S(=O)(=O)c3ccc(C)cc3)CC2[C@H]1C(=O)OC (stereo not given in full)	-3.6	-11.8
COCc1nc(-c2ccc(-c3ccccc3)nc2OC)no1	10.8	2.9
CC(=O)Nc1ccc(CN(C)c2c(C)nc3ccc(C(=O)NC4CCN(Cc5ccccc5)CC4)cn23)cc1	7.4	8.8
CC1(C(=O)NCc2ccc(Cl)cc2)CCN1C(=O)Cc1cccc2ccccc12 (stereo not given)	17.9	-8.7
COc1ccc(C(=O)c2coc3c2C(=O)C(=O)c2ccccc2-3)cc1	2.6	-5.2
CCCOc1ccc(C(=O)NCCC(=O)NCCCC(=O)O)cc1	4.6	-3.7
CC(=O)Nc1ccc(NC(=O)CSc2nccn2Cc2ccco2)cc1	5.1	9.4
CC1C[N+](=C2C=C(N3CCOCC3)CC(C)(C)C2)CC(C)O1 (stereo not given)	3.7	5.8
Cc1onc(-c2ccccc2)c1C(=O)N[C@@H]1C(=O)N2C1SC(C)(C)[C@@H]2C(=O)O (stereo not given in full)	2.5	-12.0
Cc1nc(NC(=O)c2ccncc2)sc1C(=O)N(C)C	6.9	-8.9
Cc1ccc(C)c(S(=O)(=O)NC(C)C(=O)Nc2ccc(-c3nc4ccccc4s3)cc2)c1 (stereo not given)	6.3	10.6
Cc1ccc(C(=O)NCC(=O)OCC(=O)Nc2ccc(Cl)cn2)cc1	1.7	8.0
COCCCNC1CS(=O)(=O)CC1O (stereo not given)	10.8	-1.4
Cc1cccc(N(CC(N)=O)S(C)(=O)=O)c1C	-0.4	-8.3
C=CCNC(=O)c1cc(-c2ccccc2O)on1	-4.1	-2.1

Reprinted at random: 7 records from the list, in no set order.
SMILES	TAG inh	TAG inh DAPI viability
Cc1ccc(C(=O)NCC(=O)OCC(=O)Nc2ccc(Cl)cn2)cc1	1.7	8.0
CC(=O)Nc1ccc(NC(=O)CSc2nccn2Cc2ccco2)cc1	5.1	9.4
COCc1nc(-c2ccc(-c3ccccc3)nc2OC)no1	10.8	2.9
CC(=O)Nc1ccc(CN(C)c2c(C)nc3ccc(C(=O)NC4CCN(Cc5ccccc5)CC4)cn23)cc1	7.4	8.8
COc1ccc(C(=O)c2coc3c2C(=O)C(=O)c2ccccc2-3)cc1	2.6	-5.2
Cc1ccc(C)c(S(=O)(=O)NC(C)C(=O)Nc2ccc(-c3nc4ccccc4s3)cc2)c1 (stereo not given)	6.3	10.6
Cc1cccc(N(CC(N)=O)S(C)(=O)=O)c1C	-0.4	-8.3
